Eya2 inh: qHTS Assay for Inhibitors of the Phosphatase Activity of Eya2. actives 0.006% (n = 330,000). AID 488837, 2010. recombinant Eya2, OMFP fluorescence dephosphorylation (OMFP is methylfluorescein phosphate). Potency, µM (top dose mostly 76.9 µM), without a hit: top-dose activity, negative = inhibition, hits mostly inhibitors; also: potency is read from the fitted curve at half-maximal effect; % is scaled to controls: 0 for no effect and ±100 for the full control effect
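Eya2 protein (added as 0.2 uM solution) was preincubated with compound for 10 min at ambient temperature in 50 mM HEPES pH 7.5, 50 mM NaCl, 5 uM MgCl2, 0.05% BSA, 1 mM DTT. OMFP (added at 50 uM) then reacted 10 min; fluorescence read at 485/525 nm.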
USP2a block: qHTS Assay for Inhibitors of Ubiquitin-specific Protease USP2a Using CHOP2 as the Reporter | USP2 core, Ub-CHOP2 coupled fluorogenic reporter, 485/531 | Potency, µM (series often up to 38.3 µM), without a hit: at the top dose activity change, negative = inhibition, usual class: inhibitors | actives 0.01% (n = 330,000) | Ubiquitin carboxyl-terminal hydrolase 2 (Homo sapiens), O75604;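 also: potency is read from the fitted curve at half-maximal effect; plate controls were DMSO wells for no effect and full inhibition by NEM control for full effect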
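Deubiquitinase activity read as fluorescence (485/531 nm) after Ub-CHOP2 cleavage activates the enterokinase reporter on its substrate; USP2 core 10nM, Ub-CHOP2 and substrate 25nM each, 30min compound preincubation then 60min RT; data normalized to NEM, curves fitted.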
ELG1 DNA repair: qHTS screen for small molecules that inhibit ELG1-dependent DNA repair in human embryonic kidney (HEK293T) cells expressing luciferase-tagged ELG1; AID 504467, 2011; actives 2.3% (n = 330,000); HEK293T ELG1-luciferase reporter, luminescence, 16 h; DNA damage induced by 5-fluorouridine; Potency, µM (series often up to 46.1 µM), without a hit: at the highest dose activity change, negative = inhibition, actives largely listed as inhibitors; also: potency is read from the fitted curve at half-maximal effect; % is scaled to controls: 0 for no effect and ±100 for the full control effect; nearly all actives have a fitted effect of over 55% in size
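Reporter activity after DNA damage by 5-fluorouridine is monitored. Compound-treated cells incubate 16 hr at 37 °C, then ONE-Glo is added for 30 min before luminescence reading.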
KCNH2 3.1 block: qHTS for Inhibitors of KCHN2 3.1: Mutant qHTS | AID 720553, 2013 | actives 0.95% (n = 340,000) | Potassium voltage-gated channel subfamily H member 2, brain isoform KCNH2 3.1 (human) | activity change, % (tested at about 1.8 µM) | U2OS KCNH2 3.1, thallium flux FluxOr; active compounds read low;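 active = maximum activity change below -70%; inconclusive = maximum activity change from -70% to -50%; inactive = maximum activity change above -50%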;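 also: thallium influx rate constant from kinetic fluorescence after stimulation buffer; % is scaled to controls: 0 for no effect and ±100 for the full control effect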
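Virally transduced U2OS (3.1 isoform, 4 h infection in dark at RT) → overnight 37 C → FluxOr + Red40 in HBSS/HEPES, 45 min → stimulation buffer, 2 min kinetic read → rate constant vs DMSO controls.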
TRPV1 ag: HTS Assay for Compounds that Act as Agonists of the Vanilloid Receptor 1 | TRPV1-expressing cells, Fluo-8 calcium influx, agonist mode | activation, % at 8.33 µM | actives 0.19% (n = 320,000); in the data active = activation above about 80%; inconclusive = between about 30% and that limit; also: 0% is about no effect
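Cells expressing TRPV1 were dye-loaded with Fluo-8 and read kinetically: 10 s baseline, 3 min after compound (agonist portion), then 2 min after EC20 capsaicin (allosteric enhancer portion). Calcium-bound dye fluorescence at 480/520 nm.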
TSHR antagonist: Antagonists of the Thyroid Stimulating Hormone Receptor: HTS campaign; Thyrotropin receptor (Homo sapiens), P16473; TSHR-expressing cells, TSH-stimulated cAMP HTRF, 2 h; active compounds read low; activity change, negative = inhibition, % at 11.5 µM; actives 0.2% (n = 330,000); AID 504810, 2011;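 active = activity change below a set negative limit, meaning inhibition stronger than a set level, cut at about -70% in these data; inconclusive = activity change between two set negative limits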; also: % is scaled to controls: 0 for no effect and ±100 for the full control effect
Target sequence (P16473 whole entry, looked up): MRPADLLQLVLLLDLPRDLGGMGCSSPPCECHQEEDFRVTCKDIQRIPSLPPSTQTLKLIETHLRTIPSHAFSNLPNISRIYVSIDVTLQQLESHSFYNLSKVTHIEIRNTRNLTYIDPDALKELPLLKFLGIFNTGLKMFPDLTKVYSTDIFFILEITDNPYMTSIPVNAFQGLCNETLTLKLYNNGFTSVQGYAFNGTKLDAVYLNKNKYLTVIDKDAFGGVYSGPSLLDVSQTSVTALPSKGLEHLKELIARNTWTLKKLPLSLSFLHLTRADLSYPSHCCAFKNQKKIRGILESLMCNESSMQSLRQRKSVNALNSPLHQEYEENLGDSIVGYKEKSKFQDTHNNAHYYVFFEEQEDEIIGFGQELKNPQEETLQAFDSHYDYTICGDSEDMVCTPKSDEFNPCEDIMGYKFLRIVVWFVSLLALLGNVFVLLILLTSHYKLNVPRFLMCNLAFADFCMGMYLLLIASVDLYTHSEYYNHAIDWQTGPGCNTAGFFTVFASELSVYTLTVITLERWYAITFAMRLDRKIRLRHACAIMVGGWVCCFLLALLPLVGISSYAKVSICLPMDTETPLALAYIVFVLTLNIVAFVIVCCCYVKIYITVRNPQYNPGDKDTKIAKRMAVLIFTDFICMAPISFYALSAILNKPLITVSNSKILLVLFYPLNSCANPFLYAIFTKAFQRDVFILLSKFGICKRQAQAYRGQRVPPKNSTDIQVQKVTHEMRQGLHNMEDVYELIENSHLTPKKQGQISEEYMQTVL
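Cell-based HTRF cAMP assay; TSHR cells + compound, TSH EC80 (4nM final), 2 h, 37 deg C. Lysis with anti-cAMP cryptate and cAMP-d2, 30 min RT, read 665/620 nm.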
A-T KAP1 phos: qHTS Assay for Identifying a Potential Treatment of Ataxia-Telangiectasia; actives 0.19% (n = 320,000); […] A-T fibroblasts, KAP-1 phosphorylation AlphaLISA; neocarzinostatin DNA damage 30 min before lysis; Potency, µM (doses to about 57.5 µM), inactives show at the highest dose activation, actives largely listed as activators; also: potency is read from the fitted curve at half-maximal effect; % of control where 0% means no effect; nearly all actives have a fitted effect of over 45% in size
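hTERT-immortalized A-T patient fibroblasts ([…]), 500 cells/well in OPTI-MEM, 1% FBS, got compounds for 60 min, then NCS for 30 min at 37C. Lysates were then assayed for phospho-KAP-1 by AlphaLISA (anti-pKAP1 donor, anti-KAP1 acceptor beads), 6 hr at 25C.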
KCNH2 WT inh: qHTS for Inhibitors of KCHN2 3.1: Wildtype qHTS; Voltage-gated inwardly rectifying potassium channel KCNH2 (Homo sapiens), Q12809; U2OS, BacMam KCNH2, thallium flux FluxOr; active compounds read low; activity change, % at 1.84 µM; actives 0.37% (n = 340,000);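 active = maximum activity change below -70%; inconclusive = maximum activity change between -70% and -50%; inactive = maximum activity change above -50%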; also: % is scaled to controls: 0 for no effect and ±100 for the full control effect
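U2OS cells were transduced with wild-type KCNH2 virus (2.03 x 10^8 / mL) for 4 h at room temperature, then cultured overnight at 37 C. Thallium flux was read with FluxOr dye. Rate constants were normalized to DMSO controls.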
Mito fusion act: qHTS Assay for Small Molecule Inhibitors of Mitochondrial Division or Activators of Mitochondrial Fusion; Potency, µM (doses to about 46.1 µM), without a hit: top-dose growth rescue (activation), usual class: activators; AID 485298, 2010; actives 0.23% (n = 320,000); S. cerevisiae fusion-defective mutant growth rescue, CellTiterGlo 48 h;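 also: potency is read from the fitted curve at half-maximal effect; % of control where 0% means no effect; nearly all actives have a fitted effect of over 45% in size; temperature-sensitive fusion mutants such as fzo1-1 at 37 °C on non-fermentable ethanol glycerol medium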
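Temperature-sensitive fusion-defective S. cerevisiae (e.g. fzo1-1, mgm1-5) were grown with compound in YPEG medium (3% ethanol, 3% glycerol) for 48 hours at 37C. Growth rescue was measured as viability by CellTiterGlo luminescence after 10 minutes at ambient.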
TCR act: Activators of T cell receptors: qHTS campaign; Potency, µM (titrated, usually from 9.22 µM), without a hit: at the top dose activation of IL-2 secretion, most hits filed as activators; 330,000 tested, under 10 active; primary human leukocytes, anti-CD3, IL-2 HTRF, 48 h; AID 504894, 2011; also: % of control where 0% means no effect
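Readout: HTRF IL-2, Eu-cryptate/d2 antibody pair, 320nm excitation, 665nm emission. Stimulus: a-CD3 beads, no co-stimulation. Cells: primary human leukocytes. Exposure: 48 hr with compound.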
An asterisk follows results filed as active; [ ] = remark or other dose. Unless noted, calls follow the shape of the dose curve; as a rule, active = well fitted curve in the direction sought with a large enough effect; inconclusive = small, poorly fitted or top-dose-only effect, or another doubt; inactive = no such curve, though single readings can be large; an effect the other way counts as inactive or inconclusive. Only part of the results is shown; rates above refer to the full screens.

Preview:
What do the screens show for `CCN(CC)c1ccc2cc(C(N)=O)c(=N)oc2c1`?
Eya2 inh: 13%; USP2a block: 20%; ELG1 DNA repair: inconclusive; KCNH2 3.1 block: -10; TRPV1 ag: inconclusive; TSHR antagonist: 1; A-T KAP1 phos: 28%; KCNH2 WT inh: -4; Mito fusion act: 4%; TCR act: 1%

How did Cc1ccc(-n2cc(C(=O)c3ccc(F)cc3)nn2)cc1Cl do in these assays?
Eya2 inh: -10%; USP2a block: -1%; ELG1 DNA repair: inconclusive; KCNH2 3.1 block: 15; TRPV1 ag: -1; TSHR antagonist: 15; A-T KAP1 phos: 13%; KCNH2 WT inh: 5; Mito fusion act: -1%; TCR act: 2%

Results, from the first entry:
What do the screens show for `CCN(CC)c1ccc2cc(C(N)=O)c(=N)oc2c1`?
Eya2 inh: 13%; USP2a block: 20%; ELG1 DNA repair: inconclusive; KCNH2 3.1 block: -10; TRPV1 ag: inconclusive; TSHR antagonist: 1; A-T KAP1 phos: 28%; KCNH2 WT inh: -4; Mito fusion act: 4%; TCR act: 1%

How did Cc1ccc(-n2cc(C(=O)c3ccc(F)cc3)nn2)cc1Cl do in these assays?
Eya2 inh: -10%; USP2a block: -1%; ELG1 DNA repair: inconclusive; KCNH2 3.1 block: 15; TRPV1 ag: -1; TSHR antagonist: 15; A-T KAP1 phos: 13%; KCNH2 WT inh: 5; Mito fusion act: -1%; TCR act: 2%

Results for CC(=O)c1sc(NC(=O)c2ccccc2F)nc1-c1ccccc1 ?
Eya2 inh: 11%; USP2a block: 0%; ELG1 DNA repair: inconclusive; KCNH2 3.1 block: -7; TRPV1 ag: 15; TSHR antagonist: -5; A-T KAP1 phos: 4%; KCNH2 WT inh: -11; Mito fusion act: 0%; TCR act: -4%

What do the screens show for `CCOc1ccc(-c2c(C(=O)N/N=C/c3ccc(OC(C)C)cc3)nnn2-c2nonc2N)cc1`?
Eya2 inh: -1%; USP2a block: -5%; ELG1 DNA repair: -2%; KCNH2 3.1 block: -48; TRPV1 ag: -3; TSHR antagonist: 30; A-T KAP1 phos: -5%; KCNH2 WT inh: -8; Mito fusion act: -2%; TCR act: -4%[46.1 µM]

How did CC(C)N1CCc2c(sc(NC(=O)c3ccc(S(=O)(=O)N4CCc5ccccc54)cc3)c2C(N)=O)C1 do in these assays?
Eya2 inh: -4%; USP2a block: 7%; ELG1 DNA repair: -10%; KCNH2 3.1 block: inconclusive; TRPV1 ag: 3; TSHR antagonist: -4; A-T KAP1 phos: -5%; KCNH2 WT inh: 10; Mito fusion act: 10%; TCR act: 6%

Results for Cc1ccccc1C(=O)NNC(=O)c1ccc2nc[nH]c2c1 ?
Eya2 inh: -4%; USP2a block: 0%; ELG1 DNA repair: 13%; KCNH2 3.1 block: 0; TRPV1 ag: 2; TSHR antagonist: 9; A-T KAP1 phos: 0%; KCNH2 WT inh: 2; Mito fusion act: -2%; TCR act: 7%

Results for Cc1cc(=O)[nH]c(SCC(=O)Nc2ccc(S(=O)(=O)N3CCOCC3)cc2)n1 ?
Eya2 inh: -10%; USP2a block: 1%; ELG1 DNA repair: 26%; KCNH2 3.1 block: 11; TRPV1 ag: 2; TSHR antagonist: -1; A-T KAP1 phos: -4%; KCNH2 WT inh: -14; Mito fusion act: 2%; TCR act: -2%

How did Cc1ccc(/C=N/NC(=O)c2cc(C)oc2C)o1 do in these assays?
Eya2 inh: 0%; USP2a block: -1%; ELG1 DNA repair: inconclusive; KCNH2 3.1 block: 4; TRPV1 ag: 1; TSHR antagonist: 2; A-T KAP1 phos: -4%; KCNH2 WT inh: 0; Mito fusion act: -1%; TCR act: 2%

What do the screens show for `Cc1cc(NC(=O)COC(=O)c2cccc(OCc3ccccc3)c2)no1`?
Eya2 inh: -7%; USP2a block: 1%; ELG1 DNA repair: inconclusive; KCNH2 3.1 block: -12; TRPV1 ag: 5; TSHR antagonist: 1; A-T KAP1 phos: -2%; KCNH2 WT inh: -9; Mito fusion act: 0%; TCR act: -1%

What do the screens show for `O=C(NCc1ccco1)C(NS(=O)(=O)c1cccc2nsnc12)c1ccccc1` (configuration not stated)?
Eya2 inh: -23%; USP2a block: 3%; ELG1 DNA repair: 4%; KCNH2 3.1 block: 0; TRPV1 ag: -1; TSHR antagonist: 0; A-T KAP1 phos: 0%; KCNH2 WT inh: -7; Mito fusion act: 2%; TCR act: -11%

How did CN(C)c1cccc(C(=O)N2CCCC(CCC(=O)NCc3ccccc3F)C2)c1 (configuration not stated) do in these assays?
Eya2 inh: 6%; USP2a block: -3%; ELG1 DNA repair: inconclusive; KCNH2 3.1 block: 7; TRPV1 ag: 1; TSHR antagonist: 14; A-T KAP1 phos: -4%; KCNH2 WT inh: 6; Mito fusion act: 3%; TCR act: -3%

How did Cc1ccc(-c2nc(SCC(=O)NCC3CCCO3)c(-c3ccc(Cl)cc3)[nH]2)cc1 (configuration not stated) do in these assays?
Eya2 inh: -7%; USP2a block: 1%; ELG1 DNA repair: -19%; KCNH2 3.1 block: 1; TRPV1 ag: inconclusive; TSHR antagonist: -2; A-T KAP1 phos: -5%; KCNH2 WT inh: -8; Mito fusion act: 2%; TCR act: 3%

What do the screens show for `CCCCOC(=O)c1cccnc1`?
Eya2 inh: 12%; USP2a block: 2%; ELG1 DNA repair: -2%; KCNH2 3.1 block: -2; TRPV1 ag: -1; TSHR antagonist: -8; A-T KAP1 phos: 14%; KCNH2 WT inh: -6; Mito fusion act: -11%; TCR act: -6%

Results for CN(C)CCOc1nc(-c2ccccc2)nc2c1oc1ccccc12 ?
Eya2 inh: -6%; USP2a block: 1%; ELG1 DNA repair: -9%; KCNH2 3.1 block: -2; TRPV1 ag: -2; TSHR antagonist: 19; A-T KAP1 phos: -3%; KCNH2 WT inh: 11; Mito fusion act: -4%; TCR act: 0%

How did Cc1cc(C)cc(NC(=O)NCc2ccccn2)c1 do in these assays?
Eya2 inh: -3%; USP2a block: -3%; ELG1 DNA repair: inconclusive; KCNH2 3.1 block: -10; TRPV1 ag: 8; TSHR antagonist: 14; A-T KAP1 phos: 1%; KCNH2 WT inh: 7; Mito fusion act: 3%; TCR act: 3%

How did CC1CCc2cc(F)ccc2N1C(=O)CSc1nnc2c(n1)[nH]c1ccc(F)cc12 (configuration not stated) do in these assays?
Eya2 inh: -5%; USP2a block: 1%; ELG1 DNA repair: 5%; KCNH2 3.1 block: -2; TRPV1 ag: -2; TSHR antagonist: 30; A-T KAP1 phos: 18%; KCNH2 WT inh: -3; Mito fusion act: 8%; TCR act: 2%

How did O=C(Nc1ccc(OC(F)(F)F)cc1)C1CCCN(C(=O)c2ccc(Cl)cc2)C1 (configuration not stated) do in these assays?
Eya2 inh: 8%; USP2a block: 0%; ELG1 DNA repair: inconclusive; KCNH2 3.1 block: -33; TRPV1 ag: 4; TSHR antagonist: -19; A-T KAP1 phos: -1%; KCNH2 WT inh: -3; Mito fusion act: 0%; TCR act: 2%

How did O=C(Cc1ccccc1)NN1C(=O)/C(=C/c2ccc(C(=O)O)cc2)SC1=S do in these assays?
Eya2 inh: 0%; USP2a block: 2%; ELG1 DNA repair: -7%; KCNH2 3.1 block: 3; TRPV1 ag: 3; TSHR antagonist: -4; A-T KAP1 phos: 2%; KCNH2 WT inh: 7; Mito fusion act: -1%; TCR act: 1%

Results for CC1CCc2nn(CC(=O)NC3CCCC(C)C3C)cc2C1 (configuration not stated) ?
Eya2 inh: -15%; USP2a block: 1%; ELG1 DNA repair: 28%; KCNH2 3.1 block: -19; TRPV1 ag: inconclusive; TSHR antagonist: -3; A-T KAP1 phos: 6%; KCNH2 WT inh: 1; Mito fusion act: 3%; TCR act: -1%

Results for CC1CN(c2nc3ccccn3c(=O)c2/C=C(\C#N)C(N)=O)CC(C)O1 (configuration not stated) ?
Eya2 inh: 9%; USP2a block: -1%; ELG1 DNA repair: -2%; KCNH2 3.1 block: 17; TRPV1 ag: -3; TSHR antagonist: 0; KCNH2 WT inh: -11; Mito fusion act: -3%; TCR act: 12%

Bioassay records (PubChem)
